Screening data (PubChem BioAssay)
Scp-1 inhibitor = Scp-1 (human) phosphatase inhibition. inhibition, % at 20 µM. hit rate 0.88% among 340,000. Q9GZU7. Recombinant Scp1, phosphopeptide, malachite green phosphate absorbance. AID 493091;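 active = inhibition above about 50% at 20 µM, limit read from the data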;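 note: plate controls were DMSO wells with enzyme for no effect and wells lacking enzyme for full effect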
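Material – SCP-1 phosphatase catalytic domain, residues 76-261 · Buffer or medium – Acidic Tris acetate buffer with magnesium and detergent · Also added – Phospho 17-mer peptide substrate · Compound – single 20 µM dose, 1% DMSO · Times – 45 min room-temperature reaction, 5 min colour, 30 min stabiliser · Technique – Phosphate-binding colour reagent, absorbance read at 630 nm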
DNMT1 inh = inhibitors of human DNMT1; inhibition (reported as % activation of signal), % at 10 µM; hit rate 0.83% among 360,000; DNMT1 molecular beacon, Hinp1I cleavage, fluorescence; P26358; in the data active = inhibition above about 50%
CSN deneddyl inh = blocks human CSN-mediated cullin deneddylation; Purified CSN, SCF-Nedd8-OG deneddylation, fluorescence polarization; Q92905; hit rate 0.38% among 360,000; inhibition, % at 12.5 µM;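 active = pattern-corrected inhibition above about 35%, with an unprinted fluorescence ratio check between 0.5 and 1.5, limit read from the data, passing the limit was not always enough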;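 note: 0% = enzyme with substrate and 100% = substrate without enzyme; some results filed as inactive read as strong as hits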
Target sequence (Q92905 whole entry, looked up, one chain of several): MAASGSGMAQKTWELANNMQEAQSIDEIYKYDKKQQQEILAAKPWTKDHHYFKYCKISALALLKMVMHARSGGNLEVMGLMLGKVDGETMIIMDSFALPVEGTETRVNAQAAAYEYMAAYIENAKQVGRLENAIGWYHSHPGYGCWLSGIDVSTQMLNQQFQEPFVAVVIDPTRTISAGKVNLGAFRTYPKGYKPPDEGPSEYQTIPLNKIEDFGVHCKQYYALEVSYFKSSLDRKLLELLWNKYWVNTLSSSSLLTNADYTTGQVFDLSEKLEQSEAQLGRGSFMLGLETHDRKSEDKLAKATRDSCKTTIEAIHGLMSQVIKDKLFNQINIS
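Material: human Csn5 produced in HEK293T cells; Input: enzyme 0.24 nM; Reagent: SCFSkp2-Nedd8OG substrate at 10 nM final; Dosing: 12.5 µM compound; Incubation: 90 min reaction at room temperature; Detection: fluorescence polarization of the substrate; Evaluation: % inhibition of substrate cleavage by Csn5; Control set: substrate-only high control, full reaction low control.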
NadD block = inhibitors of Staphylococcus aureus NadD; inhibition, % at 20 µM; purified NadD enzyme, colorimetric absorbance read-out; hit rate 0.78% among 360,000; in the data active = inhibition above about 26%; note: some compounds past the cut are filed as inactive
Rpn11 block = inhibitors of human proteasome Rpn11; calls only at 20 µM; hit rate 0.59% among 360,000; human 26S proteasome, Ub4-pepOG fluorescence polarization; 20S core pre-blocked with epoxomicin; AID 588493;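 active = inhibition at 20 µM, scaled to each plate's controls, above about 33%, limit read from the data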
SUMO1-SIM PPI = SUMO1-SIM interaction modulation | P63165 | hit rate 0.33% among 360,000 | inhibition, % at 20 µM | AID 602429 | SUMO1 binding to a labelled peptide, TR-FRET, 1 h; in the data active = inhibition above about 37%
LMPTP block = blocks human LMPTP phosphatase | inhibition, % at 20 µM | recombinant LMPTP-A, OMFP fluorogenic substrate, fluorescence intensity | hit rate 0.22% among 360,000 | AID 651560 | P24666;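 active = compounds that cut the enzyme signal by at least half of the control window in the single-dose screen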;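 note: plate controls were DMSO wells with enzyme plus substrate for no effect and substrate without enzyme for full effect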
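Assay system: LMPTP-A phosphatase enzyme | Input: 0.625 nM enzyme | Also added: Fluorogenic phosphatase substrate OMFP at 400 µM final | Compound dosing: One test concentration per compound, 20 µM, with 3% DMSO overall | Schedule: 50 min enzyme reaction at room temperature, protected from light | Signal: Fluorescence intensity | Benchmarks: no-enzyme and uninhibited controls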
Neddyl block = inhibitors of human cullin neddylation | calls only at 25 µM | hit rate 0.58% among 360,000 | P61081+Q13564 | TR-FRET cullin neddylation, biochemical; in the data active = inhibition above about 36%
Target sequence (P61081 whole entry, looked up): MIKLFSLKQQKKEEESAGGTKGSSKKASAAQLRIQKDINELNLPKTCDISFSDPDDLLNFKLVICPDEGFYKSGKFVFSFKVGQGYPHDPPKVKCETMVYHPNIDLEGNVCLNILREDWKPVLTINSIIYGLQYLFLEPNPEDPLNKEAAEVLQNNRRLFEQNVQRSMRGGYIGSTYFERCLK
Target sequence (Q13564 whole entry, looked up): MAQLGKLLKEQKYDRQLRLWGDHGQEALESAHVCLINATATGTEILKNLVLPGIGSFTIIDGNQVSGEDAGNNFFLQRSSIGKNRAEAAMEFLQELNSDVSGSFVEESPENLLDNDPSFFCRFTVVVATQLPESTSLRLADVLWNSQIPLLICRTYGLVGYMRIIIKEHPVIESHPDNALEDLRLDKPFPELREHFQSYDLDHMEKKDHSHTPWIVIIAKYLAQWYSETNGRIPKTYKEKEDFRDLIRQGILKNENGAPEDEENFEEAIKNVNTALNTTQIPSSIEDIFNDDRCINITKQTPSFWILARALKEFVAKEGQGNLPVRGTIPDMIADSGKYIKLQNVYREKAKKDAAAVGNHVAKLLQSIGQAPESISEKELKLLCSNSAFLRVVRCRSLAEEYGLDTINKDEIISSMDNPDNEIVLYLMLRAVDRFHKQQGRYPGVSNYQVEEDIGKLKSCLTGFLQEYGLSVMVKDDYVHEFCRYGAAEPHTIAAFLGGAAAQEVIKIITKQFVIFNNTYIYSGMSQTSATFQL
Rin1-Abl PPI inh = inhibitors of human Rin1-Abl protein interaction. P00519+Q13671. TR-FRET Rin1/Abl binding, biochemical. inhibition, % at 7.35 µM. hit rate 0.4% among 360,000; in the data active = inhibition above about 5%, passing the limit was not always enough
STEP block = inhibitors of human striatal-enriched phosphatase STEP; recombinant STEP, OMFP fluorogenic substrate, fluorescence; inhibition, % at 20 µM; hit rate 0.25% among 360,000;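 active = inhibition at 20 µM, scaled per plate between control wells, above about 37%, limit read from the data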;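 note: 0% = DMSO with enzyme and substrate and 100% = substrate only without enzyme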
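System: STEP (striatal-enriched tyrosine phosphatase) enzyme, cell-free; medium: Bis-Tris pH 6.0 buffer with DTT, detergent; dosing: 20 µM, 1% DMSO; times: reaction 20 min, ambient temperature; detection: fluorescence, 480/540 nm; read-out basis: normalized % inhibition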
* marks the source's active call; other numbers are inactive results; i = inactive; · = no result given; + = active, no number.

SMILES	Scp-1 inhibitor	DNMT1 inh	CSN deneddyl inh	NadD block	Rpn11 block	SUMO1-SIM PPI	LMPTP block	Neddyl block	Rin1-Abl PPI inh	STEP block
COc1ccccc1NS(=O)(=O)c1cccc(-n2c(O)c(C=Nc3ccccc3C(=O)O)c3ccccc3c2=O)c1	-14	-2	4	31*	i	20	2.6	i	1	3
O=C(NCc1nnc(SCC(=O)N2CCCc3ccccc32)o1)c1ccccc1F	1	4	5	3	i	2	-0.1	i	5	-3
O=C(CCc1ccccc1)N1CCN(c2ccc([N+](=O)[O-])cc2)CC1	-3	-1	8	-7	i	-17	2.4	i	0	2
COc1cc(C(=O)Nc2cc(C)ccc2C)ccc1OCc1c(C)noc1C	13	-8	26	3	i	1	2.4	i	0	-3
CC(C)(C)C(=O)NC1CC2CCCC(C1)N2C(=O)Nc1ccccc1F (centres undefined)	-10	6	1	8	i	8	-1.6	i	1	-1
[O-][n+]1onc2c1CCc1[nH]c(-c3ccccc3)nc1-2	2	3	-6	2	i	-4	-1.2	i	1	-4
COc1cc(NS(=O)(=O)c2ccc(OC)c(OC)c2)cc(OC)c1	50	3	-5	-11	i	-2	-0.6	i	1	-2
Cn1nc(C(F)(F)F)c(-c2ccc(F)cc2)c1NC(=O)c1ccco1	-7	4	-4	-2	i	0	-1.9	i	0	-3
CC(C)(C)OC(=O)[C@H](Cc1ccccc1)NC(=O)c1ncn2c1c(=O)[nH]c1ccc(Br)cc12	·	48	11	40*	+	-28	73*	i	1	2
CN(C)c1ccc(C(CNS(=O)(=O)c2ccc(F)cc2)c2c[nH]c3ccccc23)cc1 (centres undefined)	0	-29	0	2	i	1	2.4	i	4	0
Cc1c(C(=O)O)sc(S(=O)(=O)N2CCN(C(=O)Cc3ccc(Cl)cc3)CC2)c1C(=O)O	16	4	4	-3	i	3	-1.0	i	-3	0
CCOC(=O)C1CCN(C(=O)c2cc3cc4ccc(C)cc4nc3o2)CC1	-3	2	-2	-6	i	-28	-0.2	i	-4	1
CC(C)C(=O)Nc1cccc(S(=O)(=O)NC2=NCCC2)c1	·	3	-3	3	i	0	-1.9	i	-2	0
O=C(c1cc2nc(-c3ccc(F)cc3)cc(C(F)(F)F)n2n1)N1CCCCC1c1cccnc1 (centres undefined)	-3	-2	-3	2	i	-11	1.5	i	-1	10
c1ccc(-c2cc(N3CCCCC3)nc(-c3ccccc3)n2)cc1	3	-1	3	9	i	0	3.0	i	-1	5
Cc1ccc(C(=O)Oc2ccc([N+](=O)[O-])cc2)cc1S(=O)(=O)N1CCCCCC1	-22	-1	7	-6	i	-6	0.5	i	-2	1
O=C(Nc1ccc(OCc2ccccc2)cc1)c1cccnc1	-5	1	-1	1	i	12	-0.7	i	1	0
CCCCOc1ccc(C(=O)N/C(=C/C=C/c2ccccc2)C(=O)NCCO)cc1	-4	9	2	-10	i	-10	0.6	i	3	1
CC(C)N(C(=O)CSc1nnc(Cc2ccc3c(c2)OCO3)n1C)C(C)C	6	-3	16	1	i	4	-0.1	i	1	2
CC(=O)N1CCOc2ccc(S(=O)(=O)N3C(C)CCCC3C)cc21 (centres undefined)	-9	-1	0	0	i	3	-0.1	i	0	4

An excerpt from above in order of length of the SMILES, lowest first:
SMILES	Scp-1 inhibitor	DNMT1 inh	CSN deneddyl inh	NadD block	Rpn11 block	SUMO1-SIM PPI	LMPTP block	Neddyl block	Rin1-Abl PPI inh	STEP block
CC(C)C(=O)Nc1cccc(S(=O)(=O)NC2=NCCC2)c1	·	3	-3	3	i	0	-1.9	i	-2	0
c1ccc(-c2cc(N3CCCCC3)nc(-c3ccccc3)n2)cc1	3	-1	3	9	i	0	3.0	i	-1	5
CCCCOc1ccc(C(=O)N/C(=C/C=C/c2ccccc2)C(=O)NCCO)cc1	-4	9	2	-10	i	-10	0.6	i	3	1

More records.
SMILES	Scp-1 inhibitor	DNMT1 inh	CSN deneddyl inh	NadD block	Rpn11 block	SUMO1-SIM PPI	LMPTP block	Neddyl block	Rin1-Abl PPI inh	STEP block
Cc1cc2n(n1)SC(Nc1ccc(F)c(Cl)c1)N2 (centres undefined)	-7	0	-2	10	i	6	-0.3	i	-6	0
CCOC(=O)N1CCN(c2c(NCc3cccs3)c(=O)c2=O)CC1	-9	2	3	2	i	-3	-0.8	i	2	1
CS(=O)(=O)Nc1ccccc1C(=O)Nc1ccc2c(c1)OCCO2	-7	-6	-2	-2	i	0	-0.3	i	-3	-3
COc1ccc(-c2noc(CNC(=O)c3ccoc3C)n2)cc1OC	-5	0	3	-7	i	6	-0.1	i	1	0
CCOc1cc(N2CCOCC2)c(OCC)cc1NC(=O)COc1ccccc1[N+](=O)[O-]	-7	-2	-2	-1	i	5	1.1	i	-2	0
CN1CCc2c(OCC(=O)N3CCCc4ccccc43)cccc2C1=O	4	2	8	2	i	-1	0.9	i	-5	-1
CCN(CC(=O)Nc1ccccc1C(F)(F)F)CC(=O)c1[nH]c(C)c(C(C)=O)c1C	·	0	-12	2	i	-7	4.3	i	0	-3
Cc1ccc(NC(=O)CN2CCN(c3ccccn3)CC2)cc1S(=O)(=O)N(C)C	-1	3	-6	0	i	3	0.9	i	3	-5
O=C(Nc1ccccn1)[C@@H]1CCC(=O)N1C(=O)OCc1ccccc1	6	0	0	-4	i	0	-1.0	i	-2	-6
CN(Cc1ccccc1)c1nc2c(c(=O)[nH]c(=O)n2C)n1CCCc1ccccc1	-5	-3	-1	9	i	-2	0.7	i	0	0
O=C(Nc1ccc2c(c1)C(=O)NC2=O)c1ccc(Cl)s1	85*	3	0	6	i	-7	5.2	·	-3	22
Cc1c(NC(=S)/C=C2\N(C)c3ccccc3C2(C)C)c(=O)n(-c2ccccc2)n1C	-3	-4	-2	3	i	1	1.6	i	-4	2
CCCCN1C(N)=NC[C@@H]1Cc1ccc(O)cc1	1	3	5	-1	i	1	-0.2	i	1	-4
Cc1ccc(S(=O)(=O)/N=C(/Nc2ccc3[nH]c(=O)[nH]c3c2)c2ccccc2)cc1	-3	5	-3	1	i	14	-2.4	i	3	-2
O=C(CSCc1ccccc1)NCCCN1CCOCC1	2	2	-5	-4	i	3	-5.0	i	4	-1
CCn1c(SCC(=O)N2CCOCC2)nc2ccccc21	-3	-5	99	0	i	1	-0.2	i	0	1
CC(C)NS(=O)(=O)c1ccc(NC(=O)NC2CCCCC2)cc1	-2	3	-2	2	i	-1	-0.1	i	3	-3
O=C(c1cccnc1)N1CCN(c2ccc(Cl)cc2)CC1	-21	0	-5	5	i	-1	-0.2	i	-1	1
O=C(NC1CCCCC1)c1cc2ccccc2cc1O	-10	-8	0	9	i	-6	6.2	i	-2	2
Cc1cc(Nc2ccc(F)cc2)c2ccccc2n1	·	4	1	2	i	1	37	i	0	-2

Whole records as entered above. Order of screens: Scp-1 inhibitor, DNMT1 inh, CSN deneddyl inh, NadD block, Rpn11 block, SUMO1-SIM PPI, LMPTP block, Neddyl block, Rin1-Abl PPI inh, STEP block
Entry for Cc1cc(Nc2ccc(F)cc2)c2ccccc2n1 = ·, 4, 1, 2, i, 1, 37, i, 0, -2
Entry for O=C(Nc1ccc2c(c1)C(=O)NC2=O)c1ccc(Cl)s1 = 85*, 3, 0, 6, i, -7, 5.2, ·, -3, 22

(more compounds)
SMILES	Scp-1 inhibitor	DNMT1 inh	CSN deneddyl inh	NadD block	Rpn11 block	SUMO1-SIM PPI	LMPTP block	Neddyl block	Rin1-Abl PPI inh	STEP block
COc1cc(OC)cc(C(=O)NCCOC23CC4CC(CC(C4)C2)C3)c1	-7	1	-6	-3	i	2	0.2	i	1	-3
N#CC(c1cccc([N+](=O)[O-])c1)C(CC(=O)c1ccccc1)c1ccccc1 (centres undefined)	·	-2	-2	-10	i	-15	1.3	i	-6	3
CC(C)CNS(=O)(=O)c1ccccc1C(=O)N1CCCCC1	-6	0	3	0	i	2	-0.5	i	0	1
CCOC(=O)Cn1c(=NC(=O)C2CC2)sc2c(C)cc(C)cc21	-3	1	7	-9	i	-2	1.0	i	-38	-1
Cc1cccc(C)c1-n1c(C)cc(/C=N\Nc2ccc([N+](=O)[O-])cn2)c1C	26	-5	24	28	·	-25	0.2	i	4	1
C=CCn1c(CSc2ccc(C)cc2)n[nH]c1=S	5	-1	-2	1	i	8	-2.0	i	2	7
O=C(Nc1ccc(Cc2ccc(NC(=O)N3CCOCC3)cc2)cc1)N1CCOCC1	0	-9	0	-1	i	-2	-1.1	i	3	-1
CCCNC(=O)CN(C)C(=O)c1n[nH]c2ccccc12	-4	-3	-1	1	i	1	-0.9	i	-4	0
CN(C)CCNC(=O)c1ccc(COCC(F)(F)F)cc1	-5	3	4	4	i	-2	-0.6	i	-2	2
CCOC(=O)C(Cc1ccc(NC(=O)/C(=C/c2ccccc2)NC(=O)c2ccccc2)cc1)N1C(=O)c2ccccc2C1=O (centres undefined)	-17	-3	0	19	i	-2	-1.7	i	-1	-5
COc1ccc(-c2cc(C(=O)O)no2)cc1	2	6	7	1	i	1	0.5	i	1	-2
COc1ccccc1CC(=O)Nc1ccc(F)cc1F	-8	0	-7	-6	i	0	-1.1	i	-4	2
COC(=O)c1cc(NC(=O)Cn2c(=O)cnc3ccccc32)cc(C(=O)OC)c1	23	-5	2	2	i	-4	1.5	i	-6	1
CC(C)Cn1cc(C(=O)NCCCN2CCC(C)CC2)c2c3ccccc3n(C)c2c1=O	-6	-2	3	-9	i	3	-0.6	i	-2	0
COCC(=O)Nc1cc(OC)ccc1OC	-2	1	0	-3	i	0	-1.7	i	-3	2
Cc1cc(C)n(-c2ccc(C(=O)N3CCN(S(=O)(=O)c4ccc(OC(F)(F)F)cc4)CC3)cc2)n1	·	4	-3	4	i	3	-0.2	i	1	1
Cc1ccc(NC(=O)c2cccnc2C(=O)O)nc1	-6	-1	2	-3	i	-1	-0.3	i	-1	1
COc1ccc(NC(=O)CN(C)C(=O)c2cc3c(cc2Cl)N2CCCCCC2=NS3(=O)=O)cc1	5	3	4	3	i	6	-0.2	i	1	1
O=C(NCc1ccco1)C1CCCN(S(=O)(=O)c2ccc(-n3cnnn3)cc2)C1 (centres undefined)	76*	-1	-2	10	i	14	0.8	i	2	0
COc1ccc(-c2ccc(C(=O)NCc3ccccc3)c3occc23)c(C)c1	·	-16	1	-1	i	-2	6.6	·	3	1
COc1ccc(OC)c(C2CC(=O)N3CN(c4cccc(Cl)c4)CSC3=C2C#N)c1 (centres undefined)	-15	-9	2	7	i	5	7.5	i	-3	2
CNC(=O)CN(c1ccc2c(c1)OCCO2)S(C)(=O)=O	2	-4	4	1	i	-1	0.2	i	1	-2
Cc1cccc(N2CCN(C(=O)c3ccncc3)CC2)c1C	-13	1	1	7	i	0	-0.9	i	3	0
Cc1ccc(CN2CCN(Cc3cccn3-c3ccccn3)CC2CCO)o1 (centres undefined)	1	1	-5	-5	i	-1	-1.1	i	2	2
COc1ccc(N/N=C/c2c(C(=O)O)ccc3ccccc23)cc1	-2	-3	11	5	i	0	27	i	-1	19
CCN(CC)C(=O)c1ncn(C)c1C(=O)N(CC)CC	92*	19	-2	8	i	0	-0.6	i	3	0
